HEK293 NOD2/NF-kB: inhibition of NOD2-driven NF-kB reporter – cell-based, luminescence, uHTS, HEK293 (AID 1566) | HEK293 NOD2/NF-kB luciferase reporter, luminescence; higher % means a stronger effect | one-dose inhibition, % at 4 µM; EC50 in µM for titrated hits | actives 0.63% (n = 290,000); note: many of its hits are not listed in these tables
T cell HTS: T cell immune modulation candidate; actives 0.068% (n = 330,000); calls only at 7 µM; 2C CD8+ T cell-vesicle binding, flow cytometry; stronger effect = lower value; AID 2052;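 active = response, share of CD8 T cells binding vesicles, and their 90th percentile fluorescence all below set limits, cut at about 80% in these data, passing the limit was not always enough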
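incubation = binding step 1.5 h, 37 °C, antibody labelling 20 min, ice | test system = 2C mouse CD8+ T cells | read-out basis = percent CD8+ FL2 mean versus row control | controls = Peptide-free naked vesicles (low) and QL9 vesicles with 0.7% DMSO vehicle (high) | detection = flow cytometry of vesicle-bound cells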
Myeloid diff 2: myeloid differentiation induction. calls only at 10 µM. actives 1% (n = 360,000). AID 624256. ER-HoxA9 myeloid progenitors, lysozyme-GFP differentiation, flow cytometry;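 active = normalized GFP-positive differentiation at or above the plate's own cutoff, the solvent-only control mean plus 3 SD; inconclusive = no clear call, values can overlap the other calls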;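 note: cells exposed to compound for four days before flow analysis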
GPR55 beta-arrestin: GPR55 agonists via beta-arrestin recruitment, primary screen, imaging, U2OS cells, beta-arrestin-GFP redistribution (AID 1961). U2OS GPR55 beta-arrestin-GFP redistribution imaging; higher % means a stronger effect. activation, % at 10 µM, or EC50 in µM where a hit was titrated. actives 0.048% (n = 290,000);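 active = activation above 40% with more than 50 cells counted in the well; inconclusive = wells holding fewer than 50 cells, flagged as toxic or sparse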;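 note: U2OS osteosarcoma cells stably expressing GPR55 and beta-arrestin-GFP; plate controls were DMSO negative control for no effect and LPI positive control for full effect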
NOD1 NF-kB reporter: NOD1 signaling inhibitors, primary screen, cell-based, luminescence, uHTS (AID 1578). NOD1-driven NF-kB luciferase reporter cells, luminescence; higher % means a stronger effect. inhibition, % at 4 µM; hits with a dose series show EC50 in µM. actives 1% (n = 290,000); in the data active = inhibition mostly above about 36%, no sharp cut-off; inactive = mostly below about 34%;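 note: HEK-293T reporter cells stimulated with the NOD1 agonist gamma-tri-DAP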
NTR1 ag: NTR1-driven beta-arrestin-GFP spot formation – imaging, U2OS cells, high content, primary screen (AID 493036) | P30989 | agonist mode | activation, % at 20 µM | actives 0.17% (n = 330,000);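 active = activation at or above 40% of the spot to cytoplasm intensity ratio, with at least 20 cells analyzed; inconclusive = wells under 20 cells, flagged as cytotoxic or low count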;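 note: 0% = DMSO without peptide and 100% = 100 nM NTR1 peptide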
Target sequence (P30989 whole entry, looked up): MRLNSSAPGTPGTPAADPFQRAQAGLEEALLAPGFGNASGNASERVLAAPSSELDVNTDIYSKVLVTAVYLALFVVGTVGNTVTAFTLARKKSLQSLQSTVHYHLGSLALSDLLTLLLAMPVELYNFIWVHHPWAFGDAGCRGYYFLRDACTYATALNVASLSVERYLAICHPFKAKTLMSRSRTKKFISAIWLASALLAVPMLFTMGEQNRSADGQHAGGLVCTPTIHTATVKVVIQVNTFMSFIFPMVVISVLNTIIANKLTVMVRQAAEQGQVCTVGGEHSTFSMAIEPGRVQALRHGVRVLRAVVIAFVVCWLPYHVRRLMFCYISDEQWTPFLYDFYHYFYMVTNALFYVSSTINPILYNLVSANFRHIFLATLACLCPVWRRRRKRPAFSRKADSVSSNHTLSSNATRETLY
KOR beta-arrestin-1: KOR agonists, beta-arrestin recruitment, primary screen, cell-based, luminescence, uHTS (AID 1777) | KOR beta-arrestin recruitment, luminescence; higher % means a stronger effect | actives 0.02% (n = 280,000) | one-dose activation, % at 10 µM; EC50 in µM for titrated hits; in the data active = activation above about 50%, passing the limit was not always enough; note: a part of the inactive calls stands beside numbers as strong as those of hits
GPR55 antagonists: inhibition of LPI-stimulated GPR55 beta-arrestin translocation – imaging, U2OS, beta-arrestin-GFP, LPI agonist, primary screen (AID 2013) | U2OS GPR55 beta-arrestin-GFP translocation imaging, LPI antagonism; higher % means a stronger effect | actives 0.13% (n = 290,000) | inhibition, % at 10 µM; hits with a dose series show IC50 in µM;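 active = spots per cell inhibited over 60%, with over 100 cells counted and total cytoplasm intensity under 500,000; inconclusive = wells with under 100 cells, flagged as likely toxic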;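 note: U2OS cells stably carrying GPR55 and arrestin-GFP stimulated by 5 µM LPI near EC80; imaged beta-arrestin-GFP aggregate spots per cell after agonist stimulation; plate controls were LPI-stimulated DMSO wells for no effect and DMSO wells without LPI for full effect; some results filed as inactive read as strong as hits; confirmed hits need IC50 under 10 µM and bright autofluorescent wells are also inconclusive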
KOR beta-arrestin-2: kappa opioid receptor blockers – cell-based, luminescence, uHTS (AID 1778). KOR beta-arrestin recruitment, luminescence, antagonist mode; higher % means a stronger effect. one-dose inhibition, % at 10 µM; IC50 in µM for titrated hits. actives 0.091% (n = 290,000); note: strong numbers were not always called active
T cell HTS vesicle-bound %: second read-out of T cell HTS, no call of its own (marks repeat the call); double positive events, %; measured here: CD8+ vesicle-bound cell fraction;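 binding gate set so that unloaded-vesicle control wells show 10% double positive cells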
NTR1 ag cell count 20 µM: second read-out of NTR1 ag, no call of its own (marks repeat the call); cell count; measured here: cell count, cytotoxicity flag
Myeloid diff 2 GFP+ MAC1+ %: recorded beside Myeloid diff 2, whose call it bears; GFP+ MAC1+ double positive, %; measured here: differentiation confirmed by MAC1 staining
An asterisk follows results filed as active; i = inactive; ? = inconclusive; . = not tested or not shown; + = active, no number; & = joins results of further samples; [ ] = dose if it differs, or a comment. Cut-off read from the data, not from the text of the source, unless noted: active = inhibition above about 50%; inactive = the rest. An excerpt; rates above refer to the full screens.

SMILES	HEK293 NOD2/NF-kB	T cell HTS	T cell HTS vesicle-bound %	Myeloid diff 2	Myeloid diff 2 GFP+ MAC1+ %	GPR55 beta-arrestin	NOD1 NF-kB reporter	NTR1 ag	NTR1 ag cell count 20 µM	KOR beta-arrestin-1	GPR55 antagonists	KOR beta-arrestin-2
O=C(NNC(=O)c1cc2c(s1)CCCC2)c1ccccc1	5%	i	37	i	0.4	-0.3%	21%	0.1	66	5.3%	-6%	-10%
CCOC(=O)C1CCCN(C(=O)COC(=O)c2cc(=O)c3ccccc3o2)C1 (stereo unspecified)	15%	i	11	i	1.5	-0.2%	6%	-0.5	53	1.9%	18%	-3%
O=C(CSc1ccc2nnc(-c3ccccc3)n2n1)NCc1ccc2c(c1)OCO2	5%	i	33	i	1.8	-0.3%	0%	-1.8	92	2.4%	10%	-24%
N#C/C(C(=O)Oc1ccccc1)=C1\C=CC=CN1	-55%	i	32	i	0.8	0.3%	-34%	-0.5	42	-0.7%	15%	11%
O=C(N/N=C/c1cn(-c2ccccc2)nc1-c1cc2ccccc2o1)c1ccccc1Br	-124%	i	43	i	0.5	-0.3%	-28%	0.5	36	-2.4%	5%	10%
O=C(COc1ccc(F)cc1)N(CC1=CCS(=O)(=O)C1)c1ccccc1	10%	i	49	i	0.0	-0.1%	.	-0.9	57	-2.7%	3%	21%
CC(=O)c1ccc(NS(=O)(=O)c2ccc(-c3cnc(C4CC4)o3)cc2)cc1	28%	i	5	i	3.6	-0.1%	-3%	-0.8	66	-2.2%	3%	2%
COc1ccc([N+](=O)[O-])cc1NC(=O)c1cn(-c2ccc(C)c(C)c2)c(=O)c2ccccc12	10%	i	43	i	0.6	-0.4%	-14%	0.7	49	3.1%	-14%	-27%
CCc1ccc2nc(N(CCN(C)C)C(=O)c3ccc4ccccc4c3)sc2c1	-4%	i	28	i	0.9	0.2%	-8%	0.5	58	-3.2%	6%	-10%
O=C(COC(=O)C1(c2ccccc2)CC1)N1CCN(c2ccc(F)cc2)CC1	-2%	i	40	i	2.1	0.0%	-25%	-2.1	41	-5.6%	9%	5%
CCn1ccnc1C(O)c1cccc2ccccc12 (stereo unspecified)	3%	i	57	i	0.3	-0.1%	-17%	0.5	72	3.9%	5%	-48%[20 µM]
COc1ccccc1OCCC(=O)Nc1nc(C)cs1	12%	i	59	i	0.8	-0.1%	-10%	-1.3	61	0.3%	-1%	10%

A different layout for some results above.
| smiles | HEK293 NOD2/NF-kB | T cell HTS | T cell HTS vesicle-bound % | Myeloid diff 2 | Myeloid diff 2 GFP+ MAC1+ % | GPR55 beta-arrestin | NOD1 NF-kB reporter | NTR1 ag | NTR1 ag cell count 20 µM | KOR beta-arrestin-1 | GPR55 antagonists | KOR beta-arrestin-2 |
| --- | --- | --- | --- | --- | --- | --- | --- | --- | --- | --- | --- | --- |
| CCOC(=O)C1CCCN(C(=O)COC(=O)c2cc(=O)c3ccccc3o2)C1 (stereo unspecified) | 15% | i | 11 | i | 1.5 | -0.2% | 6% | -0.5 | 53 | 1.9% | 18% | -3% |
| O=C(CSc1ccc2nnc(-c3ccccc3)n2n1)NCc1ccc2c(c1)OCO2 | 5% | i | 33 | i | 1.8 | -0.3% | 0% | -1.8 | 92 | 2.4% | 10% | -24% |
| N#C/C(C(=O)Oc1ccccc1)=C1\C=CC=CN1 | -55% | i | 32 | i | 0.8 | 0.3% | -34% | -0.5 | 42 | -0.7% | 15% | 11% |
| O=C(N/N=C/c1cn(-c2ccccc2)nc1-c1cc2ccccc2o1)c1ccccc1Br | -124% | i | 43 | i | 0.5 | -0.3% | -28% | 0.5 | 36 | -2.4% | 5% | 10% |
| O=C(COc1ccc(F)cc1)N(CC1=CCS(=O)(=O)C1)c1ccccc1 | 10% | i | 49 | i | 0.0 | -0.1% | . | -0.9 | 57 | -2.7% | 3% | 21% |
| CC(=O)c1ccc(NS(=O)(=O)c2ccc(-c3cnc(C4CC4)o3)cc2)cc1 | 28% | i | 5 | i | 3.6 | -0.1% | -3% | -0.8 | 66 | -2.2% | 3% | 2% |
| COc1ccc([N+](=O)[O-])cc1NC(=O)c1cn(-c2ccc(C)c(C)c2)c(=O)c2ccccc12 | 10% | i | 43 | i | 0.6 | -0.4% | -14% | 0.7 | 49 | 3.1% | -14% | -27% |
| CCc1ccc2nc(N(CCN(C)C)C(=O)c3ccc4ccccc4c3)sc2c1 | -4% | i | 28 | i | 0.9 | 0.2% | -8% | 0.5 | 58 | -3.2% | 6% | -10% |
| O=C(COC(=O)C1(c2ccccc2)CC1)N1CCN(c2ccc(F)cc2)CC1 | -2% | i | 40 | i | 2.1 | 0.0% | -25% | -2.1 | 41 | -5.6% | 9% | 5% |

(continued)
SMILES	HEK293 NOD2/NF-kB	T cell HTS	T cell HTS vesicle-bound %	Myeloid diff 2	Myeloid diff 2 GFP+ MAC1+ %	GPR55 beta-arrestin	NOD1 NF-kB reporter	NTR1 ag	NTR1 ag cell count 20 µM	KOR beta-arrestin-1	GPR55 antagonists	KOR beta-arrestin-2
O=c1oc(-c2ccc(Br)cc2)nc2ccccc12	-33%	i	63	i	0.4	0.7%	-82%	-1.0	137	-4.1%	13%	12%[20 µM]
CC(=O)N/C(=C\c1ccccc1)C(=O)OCc1ccc(C)cc1	0%	i	0	i	4.9	0.0%	-25%	1.2	51	1.9%	4%	9%
CC1CC(C)CN(c2ncnc3c2cnn3C)C1 (stereo unspecified)	0%	i	23	i	0.6	0.6%	-30%	1.1	61	-2.9%	-4%	-22%
CCOc1cc(C2NN=C(c3ccccc3)S2)ccc1OCc1ccc(F)cc1 (stereo unspecified)	-46%	i	27	i	0.2	-0.2%	-63%	-2.2	76	9.2%	12%	-67%
O=C(c1ccc2c3c(cccc13)CC2)C1CCCN(C(=O)c2cccnc2)C1 (stereo unspecified)	6%	i	46	i	0.1	0.2%	0%	1.4	86	.	0%	-44%[20 µM]
CN(C)Cc1nc2ccccc2c(=O)n1Cc1nc(-c2cccc([N+](=O)[O-])c2)cs1	33%	i	26	i	0.2	0.1%	-31%	11	60	-1.1%	6%	0%
COc1ccc(S(=O)(=O)Cc2ccccc2)cc1N	15%	i	26	+	4.3*	0.3%	8%	0.5	73	-0.3%	-3%	21%
CC(C)C[C@@H](C(=O)NC1CC1)N1C(=O)N2CCc3c([nH]c4ccccc34)[C@@]2(C)C1=O	-1%	i	61	i	3.3	-0.1%	28%	-1.8	79	-0.7%	4%	-16%[20 µM]
CN(C(=O)COC(=O)COc1ccc(Cl)cc1)C1CCCCC1	11%	i	26	i	1.0	-0.3%	-2%	0.8	52	13%	-8%	23%
O=C(NCCCn1ccnc1)C(=O)NCC1OCCN1S(=O)(=O)c1cc(F)ccc1F (stereo unspecified)	-2%	i	62	i	0.3	-0.1%	-7%	-0.1	68	-0.9%	4%	1%
CCCC(C)C(=O)N(Cc1ccccc1)c1ccccn1 (stereo unspecified)	16%	i	22	i	7.1	0.0%	-10%	1.2	53	1.2%	7%	-13%
O=C(CSc1ncn[nH]1)N1N=C2/C(=C/c3ccco3)CCCC2C1c1ccco1 (stereo unspecified)	7%	i	31	?	.	0.3%	26%	2.0	86	3.3%	-2%	-14%
CCN(CC)C(=O)C[n+]1ccc(C(N)=O)cc1	-3%	i	55	i	0.0	-0.3%	16%	2.7	88	-3.6%	12%	-5%
CCOC(=O)c1sc(=NC(=O)c2ccc(OC(C)C)cc2)n(C)c1C	4%	i	39	i	0.7	-0.1%	-51%	-1.2	44	40%	40%	11%
CCCCn1c(N)c(N(CCOC)C(=O)CSCc2c(C)noc2C)c(=O)[nH]c1=O	9%	i	61	i	2.3	0.8%	-3%	-1.2	62	-0.1%	15%	2%
COCCCN1C(=O)C(O)=C(C(=O)c2ccco2)C1c1ccc(Br)cc1 (stereo unspecified)	-7%	i	19	i	0.7	-0.1%	-22%	-1.1	34	2.4%	3%	-16%
Cc1cccc(NC2=NCC(=O)N2CCc2ccccc2)c1	0%	i	42	i	1.4	-0.2%	6%	-0.8	68	4.1%	8%	-5%
CC(=O)N1CCOc2ccc(S(=O)(=O)N3CCC(C(=O)NCc4ccc(C)cc4)CC3)cc21	13%	i	35	i	3.0	-0.2%	-30%	0.0	58	2.9%	-2%	4%
Cn1nccc1C(=O)NC(=S)Nc1sc2c(c1C#N)CCCCC2	5%	i	44	i	0.3	-0.2%	-53%	-2.3	83	-1.4%	8%	-2%
CCOc1ccc(-c2cn(S(=O)(=O)c3cccc4nsnc34)nc2N)cc1	-4%	i	26	i	0.6	-0.1%	.	1.7	33	1.4%	5%	2%
COC(=O)C1C(c2ccc(OC)cc2)NC(=O)NC1(O)C(F)(F)Cl (stereo unspecified)	-6%	i	3	i	0.8	-0.2%	-18%	-0.2	43	-3.3%	1%	22%
O=C(O)c1ccc(COc2ccccc2/C=C2\NC(=O)N(Cc3ccc(F)cc3)C2=O)cc1	11%	i	53	i	0.8	0.8%	-20%	0.7	54	1.3%	-2%	17%
Cc1ccc(/C=C/c2nnc(-c3cccc(C)c3)o2)cc1	-33%	i	53	i	0.7	-0.2%	-15%	3.0	56	13%	1%	-22%
Cc1cccc(C(C)C)c1NC(=O)COC(=O)c1cccc(S(=O)(=O)N2CCc3ccccc3C2)c1	1%	i	15	i	0.9	0.1%	-42%	9.3	52	12%	3%	-10%
OCCN(CCO)CC(O)COc1ccc(Br)cc1 (stereo unspecified)	15%&19%	i	38&16	i	0.4&0.2	-0.2%&0.3%	-4%&0%	-0.5&0.6	64&44	8.7%&3.6%	-3%&7%	21%&0%
CC1CC(C)CN(S(=O)(=O)c2ccccc2[N+](=O)[O-])C1 (stereo unspecified)	10%	i	47	i	0.6	0.2%	-18%	0.6	49	3.5%	2%	16%
Nc1c(C(=O)c2cccs2)sc2nsc(SCCN3CCCCC3)c12	-145%	i	53	+	6.0*	1.2%	-12%	-0.7	36	6.6%	25%	5%
Cc1ccc(C(=O)O/N=C/c2c(C)nn(C)c2Cl)cc1	14%	i	32	i	0.5	0.2%	-14%	1.6	31	-4.2%	-2%	14%[20 µM]
